High-throughput results from PubChem BioAssay.
M. tuberculosis HTS: M. tuberculosis growth inhibition, HTS (AID 449762); M. tuberculosis H37Rv growth inhibition, 7H9 media; higher % means a stronger effect; 0.59% of 330,000 active; inhibition, % at 25 µM, or IC50 in µM where a hit was titrated; in the data active = a potency from the dose series; inconclusive = inhibition above about 70% without an active follow-up result;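 also: bacterial growth assessed after seven days of incubation; strong numbers were not always called active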
M. tuberculosis: growth inhibition of non-replicating M. tuberculosis (AID 488890); 0.39% of 320,000 active; one-dose inhibition, % at 25 µM; IC50 in µM for titrated hits; Mycobacterium tuberculosis non-replicating, growth inhibition; higher % means a stronger effect; in the data active = a potency from the dose series; inconclusive = inhibition mostly from about 82% at the one dose, without a potency; inactive = the rest, 99 in 100 with inhibition below about 76%;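 also: plate controls were DMSO cells for no effect and high antibiotic wells for full effect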
Salmonella PhoP GFP: Inhibition of PhoP regulon, Salmonella typhi GFP reporter cells, confirmation, 4 h (AID 1850); Salmonella Typhi PhoP-promoter GFP reporter, fluorescence, 4 h; higher % means a stronger effect; one-dose inhibition, % at 50 µM; IC50 in µM for titrated hits; 0.33% of 310,000 active; in the data active = a potency from the dose series; inconclusive = inhibition mostly from about 25% at the one dose, without a potency; inactive = the rest, 99 in 100 with inhibition below about 19%;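 also: 0% = induced wells with vehicle and 100% = uninduced wells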
influenza NS1A: H1N1 influenza NS1A inhibitors, functional cell based assay (AID 504329); NS1A functional cell-based assay, percent inhibition; higher % means a stronger effect; inhibition, % at 12.5 µM, or IC50 in µM where a hit was titrated; 0.3% of 340,000 active; in the data active = a potency from the dose series; inconclusive = inhibition above about 27% without an active follow-up result; also: strong numbers were not always called active
VEEV TC-83 Vero: inhibitors of VEEV TC-83 cytopathic effect, confirmation, Vero cells (AID 588727); Vero cells, VEEV TC-83 cytopathic effect inhibition; higher % means a stronger effect; one-dose inhibition, % at 20 µM; IC50 in µM for titrated hits; 0.13% of 350,000 active; in the data active = a potency from the dose series; inconclusive = inhibition mostly from about 14% at the one dose, without a potency; inactive = the rest, 99 in 100 with inhibition below about 12%; also: strong numbers were not always called active
VEEV TC-83 Vero 10K pilot screen: recorded beside VEEV TC-83 Vero, whose call it bears; inhibition, %; measured here: 10K pilot screen inhibition
Starred values were filed as active, the others as inactive; i = inactive; ? = inconclusive; nt = no result given.

SMILES	M. tuberculosis HTS	M. tuberculosis	Salmonella PhoP GFP	influenza NS1A	VEEV TC-83 Vero	others
O=C1C=C(c2ccccc2)C(c2ccccc2)C1O (centres undefined)	nt	nt	nt	0%	2.0%
Cn1c(C=O)c(C#CC(C)(C)O)c2ccccc21	8%	73%	nt	-2%	1.0%
COc1cccc(C(c2sc3ncnn3c2O)N2CCc3ccccc3C2)c1 (centres undefined)	-2%	27%	4%	-3%	3.8%	VEEV TC-83 Vero 10K pilot screen=0.2
O=C1CCC[C@@H]2Cc3nc4ccc(Cl)cc4cc3[C@@H]3CCN1[C@H]23	nt	nt	nt	-21%	i
O=C(COc1cccc(C(F)(F)F)c1)NNC(=O)c1ccc(=O)[nH]c1	-6%	9%	nt	-10%	2.8%
Cc1ccc(-n2c(O)c(/C=N/N3CCCCCC3)c(=O)[nH]c2=O)cc1C	4%	10%	11%	nt	i
O=C(CSc1n[nH]c(-c2ccncc2)n1)Nc1ccccc1Cl	-1%	2%	-12%	-5%	1.3%
Nc1nc(C(=O)N2CCOCC2)nn1S(=O)(=O)c1ccc(Cl)cc1	-6%	-3%	0%	2%	2.4%
CC(C)C(=O)Nc1ncc2c(n1)CC(c1cccs1)CC2=O (centres undefined)	1%	5%	-3%	-11%	1.2%
COc1ccccc1C(=O)NNC(=O)c1csc(N2CCOCC2)n1	22%	18%	-3%	-14%	4.9%
COC(=O)[C@@H](Cc1c[nH]c2ccccc12)NC(=O)CCC(=O)c1ccc(Br)cc1	49%	42%	5%	28%	0.1%
CC1CCCC(C)N1C(=O)COC(=O)c1cccs1 (centres undefined)	6%	4%	nt	-15%	2.3%
Cc1ccc(S(=O)(=O)Nc2cccc3c2O[C@@H](CN(C)C(=O)Nc2ccc4c(c2)OCO4)[C@H](C)CN([C@@H](C)CO)C3=O)cc1	1%	30%	nt	6%	0.2%
CCCCN1C(=O)/C(=C2\SC(N3CCOCC3)=NC2=O)c2ccccc21	-4%	26%	-4%	8%	0.5%
OC(COCc1cccs1)CN1CCN(c2cccc(C(F)(F)F)c2)CC1 (centres undefined)	-3%	39%	-2%	-2%	0.4%
O=c1c2ccccc2c(-c2ccccc2)nn1Cc1c(Cl)cccc1Cl	3%	6%	0%	-5%	0.2%
CCOC(=O)c1ccc(-n2c(O)c(/C=N/NC(=O)C3COc4ccccc4O3)c3ccccc3c2=O)cc1 (centres undefined)	9%	22%	16%	0%	0.3%
C/C=C/C(=O)Nc1cccc(C2=NOC3(C2)C[C@@H](C(N)=O)N(C(=O)C(c2ccccc2)c2ccccc2)C3)c1 (some centres undefined)	5%	28%	-4%	-15%	0.0%
COc1cc(O)c(C(C)=O)cc1OC	-2%	-2%	-8%	18%	0.9%
CCOc1ccc(NC(=O)CSc2nnc(COc3c(C)cccc3C)o2)cc1	-13%	14%	-3%	1%	0.5%
CCN1CCN(C(=S)Nc2cccc(Cl)c2)CC1	3%	-20%	7%	-11%	0.7%
CCCc1cc(=O)oc2cc(C)c3c(C)coc3c12	-3%	17%	6%	-8%	i
CC(C)NCc1nnc(-c2ccccc2Cl)o1	1%	42%	-1%	8%	0.6%
Cc1ccc(CNC(=O)CCNS(=O)(=O)c2cccc3nsnc23)cc1	9%	-6%	13%	-8%	1.6%
C=CCOc1ccccc1CN1CCC(Oc2ccc(C(=O)N3CCCCC3)cc2)CC1	5%	75%	-5%	6%	1.8%
O=C(NCc1ccco1)C1CC(=O)N(c2cccc(Cl)c2)C1 (centres undefined)	5%	8%	11%	-12%	2.7%
CCSc1nsc(SCC)c1C(N)=O	-3%	-1%	3%	0%	3.7%
O=C1/C(=C\c2ccco2)SC(=S)N1C1CCS(=O)(=O)C1 (centres undefined)	-1%	10%	-4%	nt	3.9%
O=C(O)Cn1c(-c2ccccc2)cc2ccccc21	-7%	1%	-6%	-22%	3.0%
C/C(=N/NC(=O)c1ccoc1C)c1cccc(NC(=O)C2CC2)c1	-8%	9%	-1%	-5%	0.6%
Cc1ccc(C)n1-c1sc2c(c1C#N)CCC(C)C2 (centres undefined)	-3%	4%	2%	-2%	2.8%
CCS(=O)(=O)N1Cc2ccccc2CC1C(=O)Nc1nnc(SCc2ccc(F)cc2)s1 (centres undefined)	-1%	32%	-8%	0%	0.3%
CN(C(=O)c1ccc(OC2CCN(CCc3ccccc3)CC2)cc1)C1CCOC1 (centres undefined)	-8%	-14%	7%	-22%	0.7%	VEEV TC-83 Vero 10K pilot screen=0.4
CCOC(=O)C1CN(S(=O)(=O)c2cc(OC)ccc2OC)C1	6%	-11%	-3%	-10%	0.5%
CCCNC(=O)c1ccc2c(c1)ncn2-c1cc(C)cc(C)c1	11%	43%	-1%	-2%	4.1%
CCOC(=O)c1c(C)[nH]c(C(=O)OCc2ccc([N+](=O)[O-])cc2)c1C	1%	12%	-8%	10%	3.9%
OC1COC(OCc2ccccc2)C(O)C1O (centres undefined)	-2%	4%	-3%	-3%	1.5%
CN(C(=O)CC1C(=O)NCCN1Cc1ccoc1)C1CCOCC1 (centres undefined)	-5%	-14%	-2%	4%	0.6%
CC1CCCC(C)N1C(=O)COC(=O)CNC(=O)c1ccccc1 (centres undefined)	-10%	-20%	nt	-1%	2.3%
CCC(=O)Oc1oc(-c2ccccc2)nc1C=Nc1ccc(C)cc1	10%	?	-10%	0%	0.5%
CN(Cc1cccs1)C(=O)CN1C(=O)c2ccccc2S1(=O)=O	-7%	3%	nt	-7%	1.8%
Cc1ccsc1/C=C1\SC(N2CC(C)OC(C)C2)=NC1=O (centres undefined)	68%	46%	-2%	11%	0.5%
Cn1cc(Cl)c(C(=O)NC(=S)Nc2sc3c(c2C#N)CCCCC3)n1	12%	69%	-15%	11%	1.3%
O=C(O)CCN1C(=O)c2ccc(NC(=O)c3ccco3)cc2C1=O	6%	-3%	7%	0%	0.6%
Cc1cc(NC(=O)c2cccc(S(=O)(=O)N3CCCC3)c2)no1	-7%	13%	-3%	-31%	4.5%	VEEV TC-83 Vero 10K pilot screen=0.5
CC(=O)C1=C(C)NC(=O)NC1c1cc(Br)ccc1OCC#N (centres undefined)	10%	3%	-12%	7%	1.4%
Cc1cc(-c2cccs2)nc(-n2cccc2)n1	-3%	0%	-3%	-20%	i
Cc1ccc(-c2n[nH]c(=O)c3ccccc23)cc1S(N)(=O)=O	2%	1%	-5%	-4%	i
O=C(NCCCN1CCOCC1)c1cc(Cl)ccc1OCc1ccccc1	-5%	12%	-5%	-8%	8.4%
COc1cc(CCCN2CCNC[C@H]2Cc2cccc3ccccc23)cc(OC)c1OC	-2%	53%	nt	2%	i	VEEV TC-83 Vero 10K pilot screen=0.0
O=C1CC(=O)NC(SCC(=O)Nc2ccccc2[N+](=O)[O-])=N1	9%	7%	9%	2%	1.9%
COc1ccc(C(=O)NCCn2cc(SCC(=O)N3CCOCC3)c3ccccc32)cc1	-2%	12%	2%	8%	0.3%
CC(=O)Nc1ccc(NC(=O)CSc2nnc(-c3ccccc3)n2Cc2ccc3c(c2)OCO3)cc1	-1%	15%	-3%	2%	i
O=C(ONc1ccc(N=NC(=O)c2ccccc2O)cc1)c1ccccc1	-1%	12%	1%	5%	i
O=C(NCc1ccccc1)C1=C[C@@H](c2csc3ccccc23)C[C@@H](OCCCCO)O1	-6%	-6%	-6%	nt	nt
COc1ccc(NC(=O)c2ccc(OC)c(S(=O)(=O)N3CCCCC3C)c2)cn1 (centres undefined)	-10%	-5%	nt	-8%	8.7%
Nc1cc(-c2ccccc2)n2c(n1)nc1ccccc12	-10%	12%	-8%	5%	0.1%
N#C/C(=C\N1CCOCC1)C(N)=O	-9%	-17%	1%	nt	i
N#Cc1nc(COc2ccccc2)oc1N1CCCCCC1	4%	16%	nt	18%	4.3%
CC(=O)c1cc(Cl)ccc1OC(=O)c1ccco1	-13%	-5%	-7%	-2%	0.1%
Further compounds:
SMILES	M. tuberculosis HTS	M. tuberculosis	Salmonella PhoP GFP	influenza NS1A	VEEV TC-83 Vero	others
Cn1c(C=O)c(-c2ccc3c(c2)OCCO3)c2ccccc21	20%	26%	nt	-11%	i	VEEV TC-83 Vero 10K pilot screen=2.3
Nc1cc(Cl)ccc1C(=O)OCC(=O)NC1CCCCCCC1	-10%	39%	nt	-6%	1.8%
CCOc1ccc(S(=O)(=O)N2CCN(CC)CC2)cc1NC(=O)c1ccccc1F	-3%	-1%	4%	-5%	i
CC(=O)N1CCCN(Cc2nc(C3(c4ccc(C)cc4)CCCC3)no2)CC1	-11%	-28%	-6%	-3%	0.4%
COc1ccccc1NC(=O)C1=C(C)Nc2nc(CCCO)nn2C1c1ccc2c(c1)OCO2 (centres undefined)	-7%	12%	6%	-2%	6.4%
COc1ccc(CSc2nnnn2-c2ccc(C(=O)O)cc2)cc1	-1%	-15%	-3%	-24%	1.2%
O=C(O)c1cc(S(=O)(=O)N2CCCCC2)ccc1N1CCCC1	-4%	2%	nt	-9%	0.1%
O=C(CN1CCN(S(=O)(=O)c2ccccc2[N+](=O)[O-])CC1)NC(=O)NCc1ccco1	-3%	16%	6%	-11%	0.9%
CC(=O)Nc1nnc(C)s1	-4%	-25%	-5%	3%	0.7%
CC1CCN(c2c(NCc3ccc(C(=O)NCCc4ccc(Cl)cc4)cc3)c(=O)c2=O)CC1	5%	nt	3%	6%	i

Structures above that have a thiophene ring, fused or not, in the order listed:
SMILES	M. tuberculosis HTS	M. tuberculosis	Salmonella PhoP GFP	influenza NS1A	VEEV TC-83 Vero	others
CC(C)C(=O)Nc1ncc2c(n1)CC(c1cccs1)CC2=O (centres undefined)	1%	5%	-3%	-11%	1.2%
CC1CCCC(C)N1C(=O)COC(=O)c1cccs1 (centres undefined)	6%	4%	nt	-15%	2.3%
OC(COCc1cccs1)CN1CCN(c2cccc(C(F)(F)F)c2)CC1 (centres undefined)	-3%	39%	-2%	-2%	0.4%
Cc1ccc(C)n1-c1sc2c(c1C#N)CCC(C)C2 (centres undefined)	-3%	4%	2%	-2%	2.8%
CN(Cc1cccs1)C(=O)CN1C(=O)c2ccccc2S1(=O)=O	-7%	3%	nt	-7%	1.8%
Cc1ccsc1/C=C1\SC(N2CC(C)OC(C)C2)=NC1=O (centres undefined)	68%	46%	-2%	11%	0.5%
Cn1cc(Cl)c(C(=O)NC(=S)Nc2sc3c(c2C#N)CCCCC3)n1	12%	69%	-15%	11%	1.3%
Cc1cc(-c2cccs2)nc(-n2cccc2)n1	-3%	0%	-3%	-20%	i
O=C(NCc1ccccc1)C1=C[C@@H](c2csc3ccccc23)C[C@@H](OCCCCO)O1	-6%	-6%	-6%	nt	nt
